Assay outcomes (PubChem BioAssay)
EBI2 block: EBI2 (human) antagonism | P32249 | EBI2 beta-arrestin recruitment, luminescence, 7a,25-OHC stimulated | inhibition, % at 5 µM | 360,000 tested, 0.81% active | AID 651636; in the data active = inhibition above about 38%;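 also: enzyme fragment complementation signal reports receptor beta-arrestin coupling in cells; 0% = agonist plus DMSO wells and 100% = wells without agonist; some results beyond the cut were filed as inactive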
Target sequence (P32249 whole entry, looked up, the tested form may be a part): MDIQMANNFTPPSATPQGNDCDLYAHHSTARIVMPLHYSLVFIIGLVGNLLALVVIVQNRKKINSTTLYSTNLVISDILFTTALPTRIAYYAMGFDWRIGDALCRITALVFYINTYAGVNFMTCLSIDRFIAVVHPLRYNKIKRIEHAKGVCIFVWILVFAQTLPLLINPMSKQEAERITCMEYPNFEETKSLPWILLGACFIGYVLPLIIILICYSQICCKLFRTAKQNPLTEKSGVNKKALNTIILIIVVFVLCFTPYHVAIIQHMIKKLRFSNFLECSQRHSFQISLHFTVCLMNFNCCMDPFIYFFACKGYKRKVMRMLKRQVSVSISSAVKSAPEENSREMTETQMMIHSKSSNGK
CXCR6 block: CXCR6 (human) receptor inhibition; 360,000 tested, 0.36% active; AID 602244; inhibition, % at 20 µM; CHO-K1 PathHunter CXCR6 beta-arrestin, luminescence; in the data active = inhibition above about 34%, passing the limit was not always enough;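 also: antagonist mode with CXCL16 agonist at 10 nM final; 0% = 10 nM CXCL16 with DMSO and 100% = unstimulated wells without agonist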
Target sequence (O00574 whole entry, looked up): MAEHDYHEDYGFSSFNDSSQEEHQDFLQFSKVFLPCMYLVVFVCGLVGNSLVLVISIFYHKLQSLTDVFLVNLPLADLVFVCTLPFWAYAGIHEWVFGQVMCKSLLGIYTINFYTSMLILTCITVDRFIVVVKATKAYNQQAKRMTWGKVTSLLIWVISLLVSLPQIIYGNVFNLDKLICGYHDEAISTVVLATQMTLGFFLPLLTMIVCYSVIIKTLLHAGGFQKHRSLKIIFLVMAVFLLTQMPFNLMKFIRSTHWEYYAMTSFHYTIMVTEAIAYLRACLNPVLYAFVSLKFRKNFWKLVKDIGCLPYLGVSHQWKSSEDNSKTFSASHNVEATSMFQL
* hit, by the source's call. The list is partial, so the mix of outcomes need not match the whole.

> Cc1ccc(C(=O)Nc2ccccc2C(=O)N2CC(C)OC(C)C2)cc1 (stereo not given)
  EBI2 block: 1 | CXCR6 block: 2

> O=C(CCN1CCN(Cc2ccccc2)CC1)NNC(=O)c1ccc(Cl)c(Cl)c1
  EBI2 block: 9 | CXCR6 block: 6

> CCOc1ccc(CNC(=O)C2CCN(S(=O)(=O)N3CCC(C)CC3)CC2)cc1OC
  EBI2 block: 15 | CXCR6 block: 0

> CN(Cc1cnn(-c2ccccc2)c1)C(=O)c1ccc(S(=O)(=O)NCc2ccco2)cc1
  EBI2 block: 3 | CXCR6 block: 3

> COCC(=O)N1CCCC(C)(C(=O)Nc2cccc(Oc3ccccc3)c2)C1 (stereo not given)
  EBI2 block: -3 | CXCR6 block: 0

> CCc1ccc([C@H]2[C@@H]3C(=O)C[C@@H]4C(=O)N(C5CCCCC5)C(=O)[C@@H]4[C@@H]3CN2S(=O)(=O)c2ccc(C)cc2)cc1
  EBI2 block: 6 | CXCR6 block: -6

> Cc1nc(C(F)(F)F)ccc1C(=O)N1CCC1(C)C(=O)NS(=O)(=O)c1cccc(F)c1 (stereo not given)
  EBI2 block: -6 | CXCR6 block: 4

> O=C(COc1ccccc1)Nc1c2c(nn1-c1ccc(F)cc1)CS(=O)C2 (stereo not given)
  EBI2 block: -10 | CXCR6 block: -3

> Cc1noc(C)c1S(=O)(=O)N(C)C[C@H]1OCc2cnnn2CCCC(=O)N([C@H](C)CO)C[C@@H]1C
  EBI2 block: -11 | CXCR6 block: 1

> O=C(C#Cc1ccccc1)c1ccccc1
  EBI2 block: 24 | CXCR6 block: 71*

> C[C@H](c1ccccc1)N1C[C@@H](COCc2ccccc2)Oc2cc(N3CC[C@@H](O)C3)ccc2S1(=O)=O
  EBI2 block: 16 | CXCR6 block: 4

> O=C1CCCC2=C1C1(CCCC1)N=C(Nc1nc3cc(-c4ccccc4)ccc3o1)N2
  EBI2 block: 14 | CXCR6 block: -7

> C[C@@H]1CN([C@@H](C)CO)C(=O)c2cc(C#CCN(C)C)cnc2O[C@H]1CN(C)Cc1ccc2c(c1)OCO2
  EBI2 block: -5 | CXCR6 block: 2

> COC(=O)[C@@]1(Cc2ccc(OC)cc2)[C@H]2c3cc(C(=O)N4CCCC4)n(CCc4c[nH]c5ccccc45)c3C[C@H]2CN1C(=O)c1ccccc1
  EBI2 block: 38 | CXCR6 block: 3

> COCCNc1oc(/C=C/c2cccc(OC)c2)nc1S(=O)(=O)c1ccccc1
  EBI2 block: 0 | CXCR6 block: 3

> COc1cccc(C(=O)N2C(C(C)C)COc3cc(Br)ccc3S2(=O)=O)c1 (stereo not given)
  EBI2 block: -6 | CXCR6 block: 8

> CC(C)CNC(=O)C1(C)CCCN1C(=O)c1cncc(Br)c1 (stereo not given)
  EBI2 block: -7 | CXCR6 block: -4

> CN(C1CCCCC1)S(=O)(=O)c1ccc2c(c1)c(=O)c(C(=O)O)cn2C
  EBI2 block: 1 | CXCR6 block: -1

> Cc1c(Br)cccc1NC(=O)C1(C)CCN1CCc1ccccc1 (stereo not given)
  EBI2 block: 15 | CXCR6 block: -4

> COC(=O)[C@]12CCCCC=C1N(Cc1ccccc1)C(=O)[C@H](CC(=O)NCc1ccc(C)o1)C2
  EBI2 block: 0 | CXCR6 block: 10

> Cc1c(C(=O)N(C)Cc2ccc(F)cc2)sc(=O)n1Cc1ccc(Cl)c(Cl)c1
  EBI2 block: 12 | CXCR6 block: 1

> NC(Cc1ccc(C(F)(F)F)cc1)c1csc(Nc2ccc(C(=O)c3ccccc3)cc2)n1 (stereo not given)
  EBI2 block: -3 | CXCR6 block: -12

> O=C(Nc1nnc(-c2ccco2)o1)c1ccc(Br)s1
  EBI2 block: -12 | CXCR6 block: 2

> Cc1ccc2nc(N(CCN(C)C)C(=O)C3CCN(S(=O)(=O)c4cccs4)CC3)sc2c1
  EBI2 block: -10 | CXCR6 block: 7

> Cc1ccc(S(=O)(=O)N2CCOCC2)cc1NC(=O)COC(=O)C1CCC1
  EBI2 block: -7 | CXCR6 block: -4

> CC1(C(=O)Nc2cccc3c2CCCC3)CCN1C(=O)C1(c2ccccc2)CC1 (stereo not given)
  EBI2 block: 11 | CXCR6 block: 12

> CCCCCc1c(-c2ccccc2OC)ncn1CCc1ccccc1OC
  EBI2 block: 20 | CXCR6 block: 8

> Cc1ccc(N(Cc2ccccc2)C(=O)CSC(C)C(=O)Nc2cc(C)on2)cc1 (stereo not given)
  EBI2 block: 4 | CXCR6 block: 5

> CC1Cc2ccccc2N1CC(=O)Nc1cc(S(=O)(=O)N2CCOCC2)ccc1Cl (stereo not given)
  EBI2 block: 8 | CXCR6 block: -1

> COc1ccc(C(O)c2nc(-c3cccs3)cs2)cc1 (stereo not given)
  EBI2 block: -7 | CXCR6 block: -2

In the list so far, these have bromine:
> COc1cccc(C(=O)N2C(C(C)C)COc3cc(Br)ccc3S2(=O)=O)c1 (stereo not given)
  EBI2 block: -6 | CXCR6 block: 8

> CC(C)CNC(=O)C1(C)CCCN1C(=O)c1cncc(Br)c1 (stereo not given)
  EBI2 block: -7 | CXCR6 block: -4

> Cc1c(Br)cccc1NC(=O)C1(C)CCN1CCc1ccccc1 (stereo not given)
  EBI2 block: 15 | CXCR6 block: -4

> O=C(Nc1nnc(-c2ccco2)o1)c1ccc(Br)s1
  EBI2 block: -12 | CXCR6 block: 2

Other entries follow.
> CN(Cc1ccccc1)C(=O)CCN1C(=O)c2cccc([N+](=O)[O-])c2C1=O
  EBI2 block: -17 | CXCR6 block: 1

> CC(C)CNC(=O)C1(C)CCCN1C(=O)CCc1cccs1 (stereo not given)
  EBI2 block: 0 | CXCR6 block: -8

> Cc1cc(=O)c(C(=O)Nc2cccc(C(=O)NC3CC3)c2)nn1-c1ccccc1
  EBI2 block: -24 | CXCR6 block: 2

> COc1ccc(C=C2SC(=S)N(CCCN3CCOCC3)C2=O)c(OC)c1
  EBI2 block: -5 | CXCR6 block: 8

> COc1ccc([C@H]2C[C@H](O)[C@@H](n3cc(-c4ccc(F)cc4)nn3)CN2C(=O)c2cccs2)cc1
  EBI2 block: 8 | CXCR6 block: -3

> Cc1cccc(CN2CCC(n3nccc3NC(=O)CCCc3ccccc3)CC2)c1
  EBI2 block: 6 | CXCR6 block: 1

> O=C(Nc1ccccc1)c1cc(C2CCCN(C(=O)c3ccc4c(c3)CCO4)C2)on1 (stereo not given)
  EBI2 block: 8 | CXCR6 block: 0

> COc1ccccc1-c1cnc(C(O)c2cccc(CN3CCCCC3)c2)[nH]1 (stereo not given)
  EBI2 block: 0 | CXCR6 block: 3

> O=NN(Cc1cccnc1)C(=O)NC1CCCCC1
  EBI2 block: -6 | CXCR6 block: -2

> CC(C)NC(=O)N(C)C[C@H]1OCCCC[C@H](C)Oc2ccc(NS(=O)(=O)c3ccccc3)cc2C(=O)N([C@H](C)CO)C[C@H]1C
  EBI2 block: -4 | CXCR6 block: 6

> CN(C)c1ccc(-c2ccnc3c2CC(C)(C(=O)NCCc2ccccc2)O3)cc1 (stereo not given)
  EBI2 block: 25 | CXCR6 block: -2

> CCOC(=O)c1c(-c2cc(OC)c(OC)c(OC)c2)csc1N
  EBI2 block: 1 | CXCR6 block: -5

> O=C(NC(Sc1ccc(Cl)cc1)C(=O)O)c1ccccc1 (stereo not given)
  EBI2 block: 13 | CXCR6 block: -4

> CCOC(=O)[C@]12CCC=C1N(Cc1ccco1)C(=O)[C@H](CC(=O)NCCCCc1ccccc1)C2
  EBI2 block: 6 | CXCR6 block: 17

> OCc1cccc(-c2csc(C(O)(c3ccccc3)C(F)(F)F)n2)c1 (stereo not given)
  EBI2 block: 6 | CXCR6 block: 4

> O=C(COC(=O)c1cccc(Br)c1)NC1CCCCCCC1
  EBI2 block: -2 | CXCR6 block: 4

> CNc1ccc(-c2cccc([N+](=O)[O-])c2)cn1
  EBI2 block: -9 | CXCR6 block: 12

> Cc1cc(=O)c2c(N(C)C)cccc2[nH]1
  EBI2 block: -10 | CXCR6 block: 4

> O=C(Nc1cccc(C(F)(F)F)c1)c1csc([C@H]2C[C@H](O)[C@@H](CO)O2)n1
  EBI2 block: 4 | CXCR6 block: -1

> Cc1ccc(S(=O)(=O)NC(=O)C2(C)CCN2C(=O)CCc2ccc(Cl)cc2Cl)nc1 (stereo not given)
  EBI2 block: -7 | CXCR6 block: -4

> CCOC(=O)C1(C)CCCN(C(=O)c2cc(OC)c(OC)c(OC)c2)C1 (stereo not given)
  EBI2 block: 2 | CXCR6 block: 2

> CN(C)c1cccc(CNC(=O)c2ccc3nc([C@@H]4O[C@H](CO)[C@H](O)[C@H](O)[C@H]4O)[nH]c3c2)c1
  EBI2 block: -5 | CXCR6 block: -1

> Cc1ccc(C)c(OCC(=O)OCc2csc(CC(=O)Nc3ccccc3C)n2)c1
  EBI2 block: -3 | CXCR6 block: 4

> CCc1nc2c(OCc3ccc(OC(F)F)cc3)cccn2c1N(C)C(=O)c1ccco1
  EBI2 block: -2 | CXCR6 block: 4

> COc1cccc(C(NC(C)=O)c2nc(-c3cccs3)cs2)c1 (stereo not given)
  EBI2 block: -5 | CXCR6 block: 2

> CCCCCCCCN1C(=O)[C@H](CC(=O)NCCC(C)C)C[C@@]2(C(=O)OC)CCCCC=C12
  EBI2 block: 11 | CXCR6 block: 18

> CC(C)CNc1ncnc2c1ncn2[C@H]1CN(Cc2cccc3ccccc23)C[C@@H](CO)O1
  EBI2 block: -2 | CXCR6 block: -2

> Cc1ccc(C(c2nc3ccccc3[nH]2)n2c(-c3ccccc3)nc3ccccc32)cc1 (stereo not given)
  EBI2 block: -6 | CXCR6 block: -16

> O=C(O)c1ccc(S(=O)(=O)NN=Cc2c[nH]c3ccccc23)cc1
  EBI2 block: -5 | CXCR6 block: 4

> C[C@H](CO)N1C[C@H](C)[C@H](CN(C)C(=O)Nc2ccccc2F)OCc2cnnn2CCCC1=O
  EBI2 block: -5 | CXCR6 block: 6

Single records, as listed above.
Cc1c(Br)cccc1NC(=O)C1(C)CCN1CCc1ccccc1 (stereo not given) across the screens: EBI2 block = 15; CXCR6 block = -4
Cc1cccc(CN2CCC(n3nccc3NC(=O)CCCc3ccccc3)CC2)c1 across the screens: EBI2 block = 6; CXCR6 block = 1

(more compounds)
> CCCCN1CC(N(C)CCN(C)C)CS1(=O)=O (stereo not given)
  EBI2 block: 0 | CXCR6 block: -3

> COc1ccc(-c2ccc(C(=O)NCc3ccc(F)c(F)c3)c3occc23)c(C)c1
  EBI2 block: 18 | CXCR6 block: -6

> N#Cc1cccc(OC(=O)C2CCN(C(=O)c3ccc(F)cc3)CC2)c1
  EBI2 block: -2 | CXCR6 block: -2

> CC(=O)N1Cc2cc(C(=O)NCc3cccc(F)c3)nc(-c3cccc(C4=CCCCC4)c3)c2[C@H]1CCO
  EBI2 block: 16 | CXCR6 block: 2

> COCCNC(=O)C1(C)CCCN(Cc2ccc(C)c3ccccc23)C1 (stereo not given)
  EBI2 block: 2 | CXCR6 block: 5

> O=C1Nc2ccccc2N=C(c2ccc3c(c2)OCO3)C1N(CCc1ccccc1)C(=O)CSc1ncccn1 (stereo not given)
  EBI2 block: 0 | CXCR6 block: 2

> COc1cc(CN2C[C@@H](CO)O[C@@H](n3cnc4c(NCC(C)C)ncnc43)C2)cc(OC)c1OC
  EBI2 block: -3 | CXCR6 block: -2

> COc1cccc(-n2c(SCC(=O)NC3CC3)nc3ccccc3c2=O)c1
  EBI2 block: 0 | CXCR6 block: 3

> CC(C)CC1C(=O)N(Cc2cn(CCC3OCCCO3)nn2)CCS(=O)(=O)N1Cc1ccc(-c2ccccc2)cc1 (stereo not given)
  EBI2 block: -1 | CXCR6 block: 1

> Cc1ccc(NC(=O)NC(=O)COC(=O)c2ccc(O)cc2O)c(C)c1
  EBI2 block: -8 | CXCR6 block: 0

> Cc1ccsc1C(=O)OCC(=O)NCc1cccs1
  EBI2 block: -10 | CXCR6 block: 2

> CCCNC(=O)C1(C)CCCN(C(=O)c2c(C)noc2C)C1 (stereo not given)
  EBI2 block: -4 | CXCR6 block: 2

> COc1ccccc1-c1cnc(C(O)c2ccc(C)cc2C)[nH]1 (stereo not given)
  EBI2 block: 3 | CXCR6 block: 5

> Cc1ccnc(NS(=O)(=O)c2ccc(NC(=O)c3cccc(Cl)c3)cc2)n1
  EBI2 block: -5 | CXCR6 block: -2

> COCCNC(=O)C1(C)Cc2c(-c3ccc4c(c3)OCO4)ccnc2O1 (stereo not given)
  EBI2 block: -7 | CXCR6 block: -2

Records above printed as active in CXCR6 block.
> O=C(C#Cc1ccccc1)c1ccccc1
  EBI2 block: 24 | CXCR6 block: 71*

The list continues.
> Cc1ccc(C(=O)Nc2cccnc2)cc1C
  EBI2 block: -7 | CXCR6 block: -6

> COc1ccc(CN(C)C[C@@H]2OCCCC[C@H](C)Oc3ccc(NC(=O)Nc4ccc(F)cc4)cc3C(=O)N([C@H](C)CO)C[C@H]2C)cc1
  EBI2 block: -5 | CXCR6 block: 2

> CCc1nc2c(OCCC3CCCCC3)cccn2c1N(C)C(=O)c1ccc(OC)cc1
  EBI2 block: 22 | CXCR6 block: 45*

> O=C(NCc1cccnc1)c1cc(C2CCCCN2C(=O)c2ccc3ccccc3c2)on1 (stereo not given)
  EBI2 block: 3 | CXCR6 block: 5

> Cc1cn([C@H]2C[C@H](O)[C@@H](/C=C/C(=O)NCCc3cccnc3)O2)c(=O)[nH]c1=O
  EBI2 block: 3 | CXCR6 block: 4

> Cc1cc(NC(=O)COC(=O)COc2ccc(Cl)c(C)c2)no1
  EBI2 block: -2 | CXCR6 block: -3

> COC(=O)[C@H]1C[C@H](OC(=O)NCc2ccccc2)[C@@]2(O)CN(S(=O)(=O)c3ccc(C)cc3)CC2[C@H]1C(=O)OC (stereo not given in full)
  EBI2 block: -2 | CXCR6 block: 5

> COC(=O)c1ccc2nc(-c3ccc(C#N)cc3)c(Cc3ccsc3)n2c1
  EBI2 block: 63* | CXCR6 block: 14

> O=C(COC(=O)C1CC1)Nc1cccc(Cl)c1
  EBI2 block: -8 | CXCR6 block: 3
